# Assay outcomes from PubChem BioAssay.
# M. tuberculosis GlmU: inhibition of mycobacterial GlmU enzyme – biochemical, glucosamine-1-phosphate acetyltransferase (AID 1376) | M. tuberculosis GlmU acetyltransferase enzyme assay; higher % means a stronger effect | one-dose inhibition, %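 (tested at 30 µM in the primary screen)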; IC50 in µM for titrated hits | actives 0.25% (n = 220,000); in the data active = inhibition above about 13%;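 note: 0% = complete reaction with vehicle and 100% = reaction without substrate; strong numbers were not always called active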
# RmlCD inh 1536: M. tuberculosis RmlC/RmlD inhibition | actives 0.03% (n = 160,000) | inhibition, % at 3.6 µM | RmlC+RmlD coupled enzyme assay, percent inhibition; primary screen in compound mixtures; in the data active = inhibition mostly above about 34%, no sharp cut-off; note: some results filed as inactive read as strong as hits
# Target sequence (P9WH09 whole entry, looked up): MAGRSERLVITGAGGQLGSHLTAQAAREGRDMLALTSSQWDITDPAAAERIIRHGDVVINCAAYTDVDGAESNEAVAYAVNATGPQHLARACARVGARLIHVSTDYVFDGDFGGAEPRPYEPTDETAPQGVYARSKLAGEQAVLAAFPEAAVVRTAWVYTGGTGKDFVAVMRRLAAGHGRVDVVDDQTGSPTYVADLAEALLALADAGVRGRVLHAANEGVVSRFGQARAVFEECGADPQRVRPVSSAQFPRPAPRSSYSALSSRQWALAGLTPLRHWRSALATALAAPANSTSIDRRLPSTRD
# Target sequence (P9WH11 whole entry, looked up): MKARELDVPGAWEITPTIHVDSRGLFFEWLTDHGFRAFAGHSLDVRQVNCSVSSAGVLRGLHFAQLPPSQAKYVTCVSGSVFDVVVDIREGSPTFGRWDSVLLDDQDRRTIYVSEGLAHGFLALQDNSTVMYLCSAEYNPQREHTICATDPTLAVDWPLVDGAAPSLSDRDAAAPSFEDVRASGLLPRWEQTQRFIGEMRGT
# * = called active by the depositor; . = not tested or not shown. These rows are one share of the data; rates above refer to the full screens.
SMILES | M. tuberculosis GlmU | RmlCD inh 1536
O=C(NCc1ccccc1)Nc1cccn(Cc2ccc(Cl)cc2)c1=O | 0.5% | 22
O=C(Nc1nccs1)c1ccc(-c2ccc([N+](=O)[O-])cc2)o1 | -1.8% | -4
C/C(=N\NC(=S)Nc1c(C)cccc1C)c1ccc(O)cc1 | -0.6% | 78
COc1cc(C(=O)Nc2ccc(C(=O)O)cc2)ccc1OC(C)=O | -1.2% | .
CC(=O)NC(NC(C)=O)c1ccc(Br)cc1 | -3.1% | .
Cc1ccc(NC(=O)CN(C)C(=O)CCC(=O)c2cccs2)cc1 | -3.8% | 12
CCn1c(SCC(=O)Nc2cccc(OC)c2)nnc1-c1ccc(Cl)cc1 | 9.7% | .
Cc1ccc(NCc2nnc3n2CCCCC3)cc1 | -2.7% | .
Clc1cccc(N2CCN(CCNc3nc4ccccc4n4cnnc34)CC2)c1 | 0.8% | -4
Cc1cc(C(=O)COc2cccnc2[N+](=O)[O-])c(C)n1Cc1ccco1 | 0.5% | -6
O=C(COc1ccc(S(=O)(=O)NCc2ccccc2)cc1)NCC1CCCO1 (stereo not drawn) | 5.4% | -10
COC(CNC(=O)C1CCCCC1C(=O)O)OC (stereo not drawn) | 3.8% | -6
COC/C=C/C1=CC2=CC(=O)C(C)(OC(=O)c3cnc4ccccc4n3)C(=O)C2=CN1CCOC (stereo not drawn) | -0.3% | .
CCOC(=O)C1CCN(C(=O)CNS(=O)(=O)c2cccs2)CC1 | 3.3% | 14
c1ccc(-c2nnc(SCc3nc4ccccc4[nH]3)n2Cc2ccco2)nc1 | -0.7% | .
CCOC(=O)c1sc(NC(=O)CSc2ccccn2)c(C#N)c1C | -0.4% | .
Fc1ccc(-n2c(-c3cccs3)nc3nc4ccccc4nc32)cc1 | 7.0% | 23
O=C(Cc1coc(-c2ccc(F)cc2)n1)Nc1ccccc1 | -0.8% | -4
CCOc1[nH]n(-c2ccccc2)c(=O)c1C=Nc1ccc(C)cc1 | -2.5% | 24
COC(=O)c1ccc(NC(=O)C(=O)c2cccn2C)cc1 | -2.7% | -6
COc1ccc(NC(=O)CCC(=O)c2ccc(-c3ccccc3)cc2)cc1 | 2.5% | -2
O=C(Cc1ccc(Cl)cc1)Nc1ccc(N2CCN(C(=O)c3ccco3)CC2)c(Cl)c1 | -0.7% | 40
COc1ccc(S(=O)(=O)NCc2ccc(C)cc2)cc1 | 1.6% | .
Cc1ccc(S(=O)(=O)N2CCCC(C(=O)NNCC(=O)Nc3cc(F)ccc3F)C2)cc1 (stereo not drawn) | -1.0% | 7
CC(C)(C)C1CCc2c(sc(NC(=O)c3ccco3)c2C(N)=O)C1 (stereo not drawn) | -2.8% | .

# More entries follow.
SMILES | M. tuberculosis GlmU | RmlCD inh 1536
O=C(NCCc1ccccc1)C(=O)NCC1OCCN1S(=O)(=O)c1ccc([N+](=O)[O-])cc1 (stereo not drawn) | -3.8% | -7
COc1ccc(CCN(Cc2cccs2)S(=O)(=O)c2ccc(S(=O)(=O)N3CCC(C)CC3)cc2)cc1OC | -6.6% | .
COc1cc(OC)c2c(c1)C(=O)OC2 | -0.7% | 0
CCOC(=O)C1CCCN(C(=O)CC(C)c2ccccc2)C1 (stereo not drawn) | 2.7% | 8
Cc1ccc(-c2n[nH]c(=O)c3ccccc23)cc1S(=O)(=O)Nc1ccc(F)cc1 | 6.5% | 14
CCn1c(C)nc2cc(C(=O)NNC(=O)CCC3CCCC3)ccc21 | -0.1% | -1
NC(=O)C1CCN(CC(=O)c2c[nH]c3ccc(F)cc23)CC1 | -5.4% | .
O=C(NCCc1cccs1)c1ccc(Cl)c(Cl)c1 | -0.3% | -2
COc1ccc(S(=O)(=O)NC(CC(=O)NCc2ccco2)C(C)C)cc1 (stereo not drawn) | 1.8% | -5
O=C(NCCc1c[nH]c2ccccc12)/C(=C\c1cccnc1)NC(=O)c1ccccc1F | -3.7% | -3
Cc1ccc(S(=O)(=O)N2CCCC2)cc1[N+](=O)[O-] | 3.6% | 0
N#CN(CC(N)=O)c1nc(N2CCCCC2)nc(N2CCCCC2)n1 | 0.3% | -2
O=C(C1CCC(=O)N1C1CCCCC1)N1CCN(c2ccc(F)cc2)CC1 (stereo not drawn) | -2.6% | 6
COc1cc2c(cc1NC(=O)c1cc(-c3ccncc3)nc3ccccc13)oc1ccccc12 | -6.9% | 2
CC1CC1C(=O)NCCc1ccc(Cl)cc1 (stereo not drawn) | 5.0% | -9
c1ccc(CSc2ccc(-c3ccccn3)nn2)nc1 | 1.6% | 6
Cc1cc(C(=O)NCc2cccnc2)n(-c2ccccc2)n1 | 1.5% | 9
COc1ccccc1OC(=O)C1CC(=O)N(c2ccc(Cl)cc2)C1 (stereo not drawn) | -0.5% | -7
N#Cc1ccc(N2C(=O)[C@@H]3C(C(=O)C(c4ccccc4)c4ccccc4)=NN[C@@H]3C2=O)cc1 | 0.5% | 5
CC(=O)Nc1ccc(NC(=O)COC(=O)c2ccc(C)s2)cc1 | 2.9% | .
COc1cccc(/C(O)=C2/C(=O)C(=O)N(c3cc(C)on3)C2c2cccs2)c1 (stereo not drawn) | 2.3% | .
CC(=O)c1cccc(NC(=O)COC(=O)c2cccs2)c1 | 1.8% | -6
COc1ccc(C2NC(=S)NC3=C2N2CCC3CC2)cc1 (stereo not drawn) | -7.2% | -6
c1ccc(CNc2nc3ccccc3n2CCN2CCOCC2)nc1 | 0.1% | -5
O=C1CCC(C(=O)Nc2cccc(C(F)(F)F)c2)N1 (stereo not drawn) | 6.3% | .

# The list continues:
SMILES | M. tuberculosis GlmU | RmlCD inh 1536
CO[C@@H]1O[C@@H]2COC(c3ccccc3)O[C@@H]2[C@@H](OC)[C@@H]1O (stereo partly drawn) | 1.5% | -4
CC(C)(C)n1nc2c(c1NC(=O)c1ccccc1)CS(=O)(=O)C2 | -3.5% | -13
COc1ccc(/C=C/C(=O)N(C)C2CCS(=O)(=O)C2)cc1OC (stereo not drawn) | 6.0% | -10
CCOC(=O)C(=O)N/N=C/c1ccco1 | 4.0% | -7
CCOc1ccc(-c2nn[nH]n2)cc1OCC | 6.0% | .
COc1ccc(N=C2NC(=O)S/C2=C\c2ccc(N(C)C)cc2)cc1 | 3.2% | .
COc1ccc(-c2[nH]ncc2CN2CCN(Cc3cccs3)CC2)cc1F | 4.9% | 6
Cc1ccccc1Nc1nc(N)nc(COC(=O)c2ccc(O)cc2)n1 | -1.6% | .
Cc1cccc(NC(=S)N(Cc2ccc(Cl)cc2)Cc2ccc(C(=O)O)cc2)c1 | 2.1% | .
COc1ccc2nc(NC(=O)c3ccc(-c4cccc([N+](=O)[O-])c4)o3)sc2c1 | 0.3% | 8
CCOc1ccccc1NC(=O)C(NCC1(N2CCCCC2)CCCCC1)c1ccccc1 (stereo not drawn) | -8.6% | 2
Cc1ccc(N2CC(C(=O)OCC(=O)C(C)(C)C)CC2=O)cc1C (stereo not drawn) | 0.7% | .
Cc1ccc(C(C#N)c2ccc(Cl)nn2)cc1 (stereo not drawn) | 2.0% | 5
CC1CCN(c2ncccc2C(=O)O)CC1 | -3.5% | .
Cc1ccc(NC(=O)CSc2nnc(-c3ccncc3)n2C)cc1S(=O)(=O)N1CCOCC1 | -0.8% | .
C=CCNC(=S)NNC(=O)C(CCC(C)C)CC(C)O (stereo not drawn) | 0.5% | -1
CCOC(=O)Cn1c(=S)[nH]c2c(oc3ccc(Cl)cc32)c1=O | 6.3% | -10
Cc1cc(C)c(N(CC(=O)NC(C)(C)C)C(=O)CNC(=O)c2cccs2)c(C)c1 | 1.6% | 10
COc1ccc(NC(=O)C2CC(=O)N(Cc3ccc(C)cc3)C2)cc1S(=O)(=O)N1CCCCC1 (stereo not drawn) | -7.3% | 13
Cc1nc(-c2ccc(Cl)cc2)sc1C1(C)CC(c2ccncc2)=NO1 (stereo not drawn) | 7.0% | .
Cc1noc(C)c1S(=O)(=O)N(CC(=O)NCc1ccc2c(c1)OCO2)c1ccc(C(C)C)cc1 | -0.7% | -5
COc1ccccc1NC(=O)N1CCCC1C(=O)Nc1ccc(NC(C)=O)cc1 (stereo not drawn) | -3.5% | -9
CCCC(C)NC(=O)/C=C/c1cccc([N+](=O)[O-])c1 (stereo not drawn) | 1.8% | 7
O=C(CCn1c2c(c3ccccc31)CCCC2)NNC(=O)c1ccccc1Cl | -5.5% | 4
O=C(CN1CCOCC1)Nc1ccccc1NC(=O)C1CCN(c2ncccn2)CC1 | 2.8% | .

# The results go on.
SMILES | M. tuberculosis GlmU | RmlCD inh 1536
Cc1cccc(C)c1NC(=O)Nc1ccc2c(c1)OCO2 | -3.1% | 3
Cc1noc(NS(=O)(=O)c2ccc(N/C=C\C(=O)c3cccc4ccccc34)cc2)c1C | 2.9% | .
COC(=O)[C@H](C)NC(=O)Nc1ccccc1C(F)(F)F | -0.8% | .
CCCCCCN1C2=NCCN2c2ccccc21 | -6.6% | -8
Cc1n[nH]c(C)c1Cc1c(F)cccc1Cl | 0.7% | 4
c1ccc(CC2CCN(C(c3cccs3)c3nnnn3C3CCCC3)CC2)cc1 (stereo not drawn) | 3.9% | 3
CCCC1CCc2c(sc(N)c2C(N)=O)C1 (stereo not drawn) | 3.0% | .
CCOC(=O)c1sc(N)c(C(=O)OCC)c1COC(=O)C1CC(=O)N(Cc2ccco2)C1 (stereo not drawn) | 9.0% | -12
CC(C)CN(C(=O)CN1CCN(c2ccccc2O)CC1)c1c(N)n(CC(C)C)c(=O)[nH]c1=O | -2.7% | -15
O=C(CN1C2CCC1CC(NC(=O)Nc1ccccc1)C2)NCc1ccco1 (stereo not drawn) | 2.6% | 5
CCOC(=O)CNC(=O)Nc1cccc(Cl)c1C | 5.2% | 7
O=S(=O)(c1cc(F)cc(F)c1)N1CCN(c2ncccn2)CC1 | 0.8% | .
Cc1ccccc1NC(=S)N(CCN1CCCCC1)Cc1ccco1 | -3.8% | 2
Cc1ccc(OCCCC(=O)NC(C)c2ccccc2)c(C)c1 (stereo not drawn) | -3.0% | -5
O=C(Nc1cccc2cccnc12)c1cccc(N2C(=O)CCC2=O)c1 | 1.7% | .
CC1(c2nnc(-c3ccncc3)o2)CC(c2ccc(F)cc2)=NO1 (stereo not drawn) | 2.4% | .
Cc1cc(C(F)(F)F)nn1CCCNC(=O)c1cnccn1 | -2.7% | -4
C#Cc1ccc([C@@H]2C=C(C(=O)O)O[C@H](OCc3ccc(CO)cc3)C2)cc1 | -0.6% | .
CC(=O)Nc1ccc(OCC(=O)c2ccc(C)cc2C)cc1 | 0.2% | .
CCCCc1c(C(=O)O)cc(OC)cc1C(=O)O | 0.1% | .
CCOC(=O)/C(C#N)=C1/SC(C)C(=O)N1c1ccc(Br)cc1 (stereo not drawn) | 5.5% | -8
CC(C)c1ccc(NC(=O)CCN2C(=O)c3ccc([N+](=O)[O-])cc3C2=O)cc1 | 2.4% | 55
c1nc(COc2nsnc2N2CCOCC2)cs1 | 6.9% | 2
C=CCN1CC[C@]23c4c5ccc(O)c4O[C@H]2C(=O)CC[C@@]3(O)[C@H]1C5 | 0.5% | 1
CC(=O)C1=C(O)CC(C)(C)CC1=NCCc1nc2ccccc2[nH]1 | -6.2% | 18

# 3 structures out of the list, arranged by molar mass, high to low.
SMILES | M. tuberculosis GlmU | RmlCD inh 1536
CC(=O)C1=C(O)CC(C)(C)CC1=NCCc1nc2ccccc2[nH]1 | -6.2% | 18
COc1ccc(S(=O)(=O)NCc2ccc(C)cc2)cc1 | 1.6% | .
CCCCc1c(C(=O)O)cc(OC)cc1C(=O)O | 0.1% | .

# Following part
SMILES | M. tuberculosis GlmU | RmlCD inh 1536
O=C(Cn1c2ccccc2c2nc3n(c(=O)c21)CCS3)Nc1ccccc1C(F)(F)F | 3.6% | 21
CCOC(=O)C1CCN(C(=O)Nc2ccccc2Cl)CC1 | 8.8% | 35
CCN(CC)c1ccc(S(=O)(=O)N2CCOCC2)cc1NC(=O)CNCc1ccccc1 | . | 14
N#CCCn1nc(-c2ccccc2)cc1Nc1ccccc1NC(=O)C(F)(F)F | 1.7% | 8
CC(C)c1ccc(Oc2cccc(C(=O)/C(C#N)=C/N(C)C)c2)cc1 | -0.5% | -8
COc1ccc(C)cc1NC(=O)CNc1ccc(C(C)=O)cc1 | -1.8% | -8
Cc1cccc(NC(=S)NNC(=O)CCn2nc(C)c([N+](=O)[O-])c2C)c1 | 8.0% | .
O=C(CCCSc1nc2ccccc2s1)Nc1nccs1 | -3.2% | .

# Molecules above that contain an NH in an aromatic ring, in the order listed:
SMILES | M. tuberculosis GlmU | RmlCD inh 1536
c1ccc(-c2nnc(SCc3nc4ccccc4[nH]3)n2Cc2ccco2)nc1 | -0.7% | .
CCOc1[nH]n(-c2ccccc2)c(=O)c1C=Nc1ccc(C)cc1 | -2.5% | 24
Cc1ccc(-c2n[nH]c(=O)c3ccccc23)cc1S(=O)(=O)Nc1ccc(F)cc1 | 6.5% | 14
NC(=O)C1CCN(CC(=O)c2c[nH]c3ccc(F)cc23)CC1 | -5.4% | .
O=C(NCCc1c[nH]c2ccccc12)/C(=C\c1cccnc1)NC(=O)c1ccccc1F | -3.7% | -3
CCOc1ccc(-c2nn[nH]n2)cc1OCC | 6.0% | .
COc1ccc(-c2[nH]ncc2CN2CCN(Cc3cccs3)CC2)cc1F | 4.9% | 6
CCOC(=O)Cn1c(=S)[nH]c2c(oc3ccc(Cl)cc32)c1=O | 6.3% | -10
Cc1n[nH]c(C)c1Cc1c(F)cccc1Cl | 0.7% | 4
CC(C)CN(C(=O)CN1CCN(c2ccccc2O)CC1)c1c(N)n(CC(C)C)c(=O)[nH]c1=O | -2.7% | -15
CC(=O)C1=C(O)CC(C)(C)CC1=NCCc1nc2ccccc2[nH]1 | -6.2% | 18
